Bioassay records deposited in PubChem by several laboratories.
RmlCD inh 1536 – M. tuberculosis RmlC/RmlD inhibition. P9WH09+P9WH11. RmlC+RmlD coupled enzyme assay, percent inhibition; primary screen in compound mixtures. inhibition, % at 3.6 µM. 0.03% of 160,000 active; in the data active = inhibition mostly above about 34%, no sharp cut-off; note: some results filed as inactive read as strong as hits
Target sequence (P9WH09 whole entry, looked up): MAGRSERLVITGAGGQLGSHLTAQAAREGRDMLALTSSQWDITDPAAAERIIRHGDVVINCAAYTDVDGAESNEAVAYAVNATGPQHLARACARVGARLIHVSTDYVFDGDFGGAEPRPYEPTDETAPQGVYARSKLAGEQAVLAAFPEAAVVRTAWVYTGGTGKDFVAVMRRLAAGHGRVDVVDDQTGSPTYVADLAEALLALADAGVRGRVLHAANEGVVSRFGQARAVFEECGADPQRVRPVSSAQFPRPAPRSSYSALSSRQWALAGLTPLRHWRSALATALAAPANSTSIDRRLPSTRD
Target sequence (P9WH11 whole entry, looked up): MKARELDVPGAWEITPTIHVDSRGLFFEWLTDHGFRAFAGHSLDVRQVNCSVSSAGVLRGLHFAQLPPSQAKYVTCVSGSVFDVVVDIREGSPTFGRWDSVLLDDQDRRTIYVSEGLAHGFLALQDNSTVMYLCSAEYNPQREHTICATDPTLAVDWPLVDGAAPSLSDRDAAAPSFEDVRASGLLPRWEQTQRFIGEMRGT
GlmU inhibition – inhibition of mycobacterial GlmU enzyme – biochemical, glucosamine-1-phosphate acetyltransferase (AID 1376) | M. tuberculosis GlmU acetyltransferase enzyme assay; higher % means a stronger effect | inhibition, %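 (tested at 30 µM in the primary screen)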, or IC50 in µM where a hit was titrated | 0.25% of 220,000 active; in the data active = inhibition above about 13%;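 note: 0% = complete reaction with vehicle and 100% = reaction without substrate; strong numbers were not always called active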
Active calls of the source: *; x = not tested or not shown.

| Compound | RmlCD inh 1536 | GlmU inhibition |
| --- | --- | --- |
| O=C(COC(=O)c1ccc(NS(=O)(=O)c2cccs2)cc1O)Nc1ccc(F)cc1 | -2 | 2.0% |
| COc1ccccc1C(=O)C1CCCN(C(=O)CSc2ccccn2)C1 (stereo unspecified) | x | -0.7% |
| CN(C)CCCN1C(=O)C(O)=C(C(=O)c2cccs2)C1c1cccc([N+](=O)[O-])c1 (stereo unspecified) | 4 | 4.1% |
| COc1cccc(/C=C2\SC(=S)NC2=O)c1OS(=O)(=O)c1ccc(NC(C)=O)cc1 | -12 | 8.9% |
| Cc1ccc(N=N/C(=C\O)C(=O)c2ccc(Cl)cc2)cc1 | 9 | 1.2% |
| COc1cc(NC(=O)COC(=O)CSc2ccccc2F)c(C)cc1[N+](=O)[O-] | 7 | -3.6% |
| COc1ccccc1C1/C(=C(/O)c2ccccc2)C(=O)C(=O)N1CC(C)C (stereo unspecified) | 7 | -0.9% |
| O=C(COC(=O)/C=C/c1cccc(Cl)c1)Nc1ccccc1-c1ccccc1 | 7 | -3.9% |
| Cc1cc(NC(=O)CSc2nc(-c3ccccc3)cs2)no1 | 3 | -0.4% |
| CCSc1nc(=S)n(Cc2ccccc2)c(C)c1C(C)=O | -11 | 5.5% |
| COc1ccccc1NC(=O)CSc1ncn(-c2ccccc2)n1 | -8 | 0.6% |
| COc1ccc(-c2noc(CCC(=O)NC3CCCCC3)n2)cc1OC | x | 1.9% |

4 of the compounds above, field by field.
O=C(COC(=O)/C=C/c1cccc(Cl)c1)Nc1ccccc1-c1ccccc1
- RmlCD inh 1536 = 7
- GlmU inhibition = -3.9%
Cc1cc(NC(=O)CSc2nc(-c3ccccc3)cs2)no1
- RmlCD inh 1536 = 3
- GlmU inhibition = -0.4%
CCSc1nc(=S)n(Cc2ccccc2)c(C)c1C(C)=O
- RmlCD inh 1536 = -11
- GlmU inhibition = 5.5%
COc1ccccc1NC(=O)CSc1ncn(-c2ccccc2)n1
- RmlCD inh 1536 = -8
- GlmU inhibition = 0.6%

Next section:
| Compound | RmlCD inh 1536 | GlmU inhibition |
| --- | --- | --- |
| COc1ccc(/C=C/C(=O)c2ccc3ccccc3c2O)cc1CN1CCOCC1 | -5 | -5.4% |
| CC(=O)c1ccc(NC(=O)Nc2ccc(Cl)cc2)cc1 | -3 | -0.3% |
| Cc1cccc(-n2nc3c(c2NC(=O)c2ccco2)CS(=O)(=O)C3)c1C | -11 | 1.3% |
| O=C(O)CC(NC(=O)C(c1ccccc1)c1ccccc1)c1ccc(F)cc1 (stereo unspecified) | x | -0.1% |
| COc1ccc(-c2cc(C(=O)Nc3cc(OC)c(OC)c(OC)c3)no2)cc1OC | 12 | -3.9% |
| O=C(CNC(=O)c1ccco1)N/N=C/c1cccs1 | 6 | 2.2% |
| COC(CNC(=O)c1ccc2c(c1)nc(C)n2-c1cccc(F)c1)OC | -1 | -0.5% |
| Cc1ccc(NC(=O)CCC(=O)NNC(=O)c2ccccc2[N+](=O)[O-])c(C)c1 | 0 | -0.8% |
| CC(=O)c1c(O)ccc2c(-c3ccccc3)cc(=O)oc12 | x | 7.2% |
| COC(=O)Cn1c(=NC(=O)c2sc3ccccc3c2Cl)sc2cc(S(N)(=O)=O)ccc21 | -15 | 3.6% |
| CCCCNC(=S)NNC(=O)c1ccc2c(c1)OCO2 | -9 | 3.1% |
| O=C(CSc1ccccn1)NC1CCCC1 | x | -0.3% |
| CC1CN(C(=O)c2ccccc2)OC(c2ccc3c(c2)OCO3)O1 (stereo unspecified) | x | -5.7% |
| Cc1ccc(-c2nnc(CSc3nncn3N)o2)cc1 | x | -2.5% |
| COc1cc(/C=C/c2nc3ccc([N+](=O)[O-])cc3s2)ccc1OCC(=O)O | x | 0.5% |
| CN(CC(=O)Nc1ccc(N2CCOCC2)cc1)Cc1cc(=O)n2ccsc2n1 | -9 | -0.6% |
| CCC(=NCc1ccco1)c1c(O)n(C2CCCCC2)c(=O)[nH]c1=O | -11 | 0.6% |
| Cc1cccc(N2CCN(C(=O)c3ccc(CNc4c(N5CCC(C)CC5)c(=O)c4=O)cc3)CC2)c1C | 9 | -2.1% |
| CC1(C)OC(c2ccccc2)=C/C(=C/C=C2C(=O)c3ccccc3C2=O)O1 | 12 | -0.7% |
| C/C(=N\Nc1nccnc1Cl)c1ccc([N+](=O)[O-])cc1 | 10 | -4.6% |
| N=c1c(C(=O)NC2CCCC2)cc2c(=O)n3ccccc3nc2n1C1CCCC1 | -7 | -3.0% |
| Cc1nnc(C)n1/N=C/C=C/c1ccccc1 | x | 1.6% |
| O=C(c1cc(-c2ccccc2)nc2ccccc12)N1CCCc2ccccc21 | x | 2.3% |
| COC(=O)c1c(C)oc2c1cc(NS(=O)(=O)c1cccs1)c1ccccc12 | x | 2.0% |
| O=C(Nc1ccc(CN2CCS(=O)(=O)CC2)cc1)c1ccc(F)cc1 | x | 5.4% |
| COc1cc2c(C#N)c(N3CCOCC3)nc(N)c2c(N)n1 | -6 | 5.5% |
| CC(C)(C)NC(=O)NC(=O)CN1CCC(Cc2ccccc2)CC1 | 7 | 8.0% |
| COc1ccc(C(=O)N/N=C/c2ccc3cccc(O)c3n2)cc1 | -17 | 0.4% |
| COc1ccc(Nc2nc(CC(C)=O)ns2)cc1OC | x | 0.8% |
| O=C(NC(=S)NNC(=O)c1ccc(Cl)cc1Cl)c1cccnc1 | 6 | 4.9% |
| CCN(CC)CCNC(=O)c1c(O)c2ccccc2n(Cc2ccccc2)c1=O | 5 | -5.7% |
| Cc1ccc(CCc2nnc(SCC(=O)Nc3cccc(Cl)c3)n2-c2ccccc2)o1 | -7 | -4.6% |
| CC(=O)NC1CC2CCC(C1)N2Cc1ccc(C)cc1 (stereo unspecified) | 1 | 1.0% |
| CC1=NN(C(=O)c2c(Br)c(C)nn2C)C(O)(C(F)(F)F)C1 (stereo unspecified) | -6 | -4.7% |
| CCOC(=O)N1CCC(N2Cc3cccc(C(=O)NCC4CCN(CC(C)C)C4)c3C2=O)CC1 (stereo unspecified) | x | 9.0% |
| Cc1nc(Nc2ccc3c(c2)OCCO3)c2nnn(Cc3ccccc3Cl)c2n1 | 3 | 3.8% |
| CN1CCN(c2nc(-c3cccs3)cs2)CC1 | x | -0.6% |
| COc1ccc(-c2nc3c(c4nnc(SC(C)C(=O)Nc5ccccc5)n24)COC(C)(C)C3)cc1 (stereo unspecified) | 3 | -0.6% |
| Cn1c(=O)c2c(nc(Br)n2CCSc2ncccn2)n(C)c1=O | 2 | -3.6% |
| COc1ccc(C2CC(=O)N(c3ccccc3)C3=C2C(=O)CCC3)cc1 (stereo unspecified) | 8 | -1.7% |
| C[C@@H]1NC(=O)c2cc([N+](=O)[O-])cc(I)c2OCC[C@@H](C(=O)NC(CC(=O)O)C(N)=O)NC(=O)[C@H](CCC(=O)O)NC1=O (stereo partly specified) | x | -1.1% |
| CCn1c(=O)c(C(=O)Nc2ccccc2C)c(O)c2ccccc21 | -11 | 1.6% |
| COc1cc(C(C)=O)ccc1COc1ccc(C(=O)OCC(=O)NC2CCS(=O)(=O)C2)cc1OC (stereo unspecified) | 10 | -4.1% |
| COc1ccc(S(=O)(=O)N(C)C)cc1NCC(=O)Nc1cccc(C#N)c1 | -12 | 2.7% |
| Cc1c(CN2CCC(C)CC2)c(=O)n(-c2ccccc2)n1C | -9 | -1.4% |
| COC(=O)c1ccc(COc2ccccc2/C=C(\C#N)C(=O)Nc2ccc(C)cc2)cc1 | 2 | -0.6% |
| O=C(Nc1nccs1)C1CCN(S(=O)(=O)c2cccs2)CC1 | -11 | 2.0% |
| CCN(CC)CCNc1nc2c(c(=O)[nH]c(=O)n2C)n1CC(O)COc1ccc(Cl)cc1Cl (stereo unspecified) | x | -1.8% |
| O=[N+]([O-])c1cc(S(=O)(=O)N2CCCC2)ccc1SCCO | -7 | -3.0% |
| Cc1ccc2c(c1)c(N=Nc1cccc(C(=O)O)c1)c(O)n2C | 8 | 1.6% |
| O=C1Nc2ccc(Br)cc2C(c2ccccc2Cl)=NC1O (stereo unspecified) | 3 | 1.2% |
| O=S(=O)(c1ccc(Cl)cc1)N1CCN(c2nc(-c3cccs3)nc3ccccc23)CC1 | -12 | 2.6% |
| CC(=O)c1ccc(N2CCN(S(=O)(=O)c3ccccc3)CC2)c(F)c1 | -35 | -2.9% |
| COc1ccc(N(C(=O)Cn2nnc3ccccc32)C(C(=O)NCc2ccco2)c2ccc(C)o2)cc1 (stereo unspecified) | x | -2.6% |
| COc1ccccc1NC(=O)N1CCC(c2nnc(SCC(N)=O)n2C)CC1 | -10 | 5.8% |
| NCCCC[C@H]1CN=C(N)N1CCC12CC3CC(CC(C3)C1)C2 | x | -8.8% |
| CCC/C(O)=C1\C(=O)CC(C)(C)CC1=Nc1ccccc1O | 8 | 2.3% |
| Cc1ccc(NC(=O)CSc2n[nH]c(=O)n2C2CC2)cc1S(=O)(=O)N1CCOCC1 | 3 | 2.8% |
| Cc1[nH]n(-c2ccc(Br)cc2)c(=O)c1C=Nc1ccc(S(=O)(=O)Nc2nccs2)cc1 | -5 | 2.6% |
| COc1ccc(CN(C#N)c2nc(SC)nc(N(C)C)n2)cc1 | -4 | -2.1% |

The list continues:
| Compound | RmlCD inh 1536 | GlmU inhibition |
| --- | --- | --- |
| CCOC(=O)N1CCC(N2Cc3cccc(C(=O)N4CCN(C5CCCCC5)CC4)c3C2=O)CC1 | x | 10% |
| Cc1n[nH]c(=S)n(/N=C/c2ccccn2)c1=O | x | 9.2% |
| Cc1cc2oc3ccc(NCCCN4CCOCC4)cc3c(=O)c2cc1C | x | 0.6% |
| CC12CCC(C/C1=N\OC(=O)c1c(F)cccc1F)C2(C)C (stereo unspecified) | 21 | 2.8% |
| Cc1ccc(C(=O)OCc2cc3ccccc3[nH]c2=O)cc1 | -14 | -1.2% |
| O=C(CC1C(=O)NCCN1Cc1ccoc1)NCc1cccc(OC(F)(F)F)c1 (stereo unspecified) | 5 | -3.6% |
| O=C1Nc2ccccc2C1=Nc1ccc(S(=O)(=O)Nc2nccs2)cc1 | -10 | 5.3% |
| O=C(NNc1ncccc1-n1cccc1)c1ccc(Cl)cc1 | -9 | 1.4% |
| N#Cc1c(N)nc(SC2CCCCC2=O)c(C#N)c1-c1ccco1 (stereo unspecified) | x | -2.8% |
| CCc1nnc(NC(=O)c2n[nH]c(=O)c3ccccc23)s1 | x | -6.1% |
| CCN(Cc1ccccc1)C(=O)c1ccc(CNS(=O)(=O)c2ccc(C)cc2)cc1 | 4 | 4.6% |
| Cc1cccc(C(=O)N/N=C/c2ccncc2)c1 | x | 2.2% |

Continued, starting with the last three of the part before.
| Compound | RmlCD inh 1536 | GlmU inhibition |
| --- | --- | --- |
| CCc1nnc(NC(=O)c2n[nH]c(=O)c3ccccc23)s1 | x | -6.1% |
| CCN(Cc1ccccc1)C(=O)c1ccc(CNS(=O)(=O)c2ccc(C)cc2)cc1 | 4 | 4.6% |
| Cc1cccc(C(=O)N/N=C/c2ccncc2)c1 | x | 2.2% |
| O=C1NC[C@@H](Cc2cccc3ccccc23)N(CC2(c3ccccc3)CC2)C1=O | -12 | -1.8% |
| COCc1cc(C)nc(SCC[N+](C)(C)CC(=O)Nc2ccccc2)c1C#N | -2 | 3.8% |
| CCOC(=O)N1CCN(C(=O)/C(=C\c2cccs2)NC(=O)c2cccs2)CC1 | 23 | 4.9% |
| Cc1ccc(-c2cn3cccnc3n2)cc1NC(=O)c1cccs1 | -2 | 3.6% |
| Clc1ccc2c(c1)c1ccccc1n2CN1CCOCC1 | x | 2.5% |
| CC(C)c1ccc(C2=C(O)c3ccccc3C(=O)C2=O)cc1 | -13 | 1.4% |
| C=CCNC(=O)CNS(=O)(=O)c1ccc(F)cc1 | x | 5.5% |
| O=C(O)CSc1ccccc1C(=O)O | x | 0.3% |
| COc1ccc(N(C(=O)c2ccc(Br)o2)C2C=CS(=O)(=O)C2)c(OC)c1 (stereo unspecified) | -6 | -0.4% |
| COc1ccc(NC(=O)c2cc([N+](=O)[O-])nn2Cc2ccccc2)c(C)c1 | -3 | 2.1% |
| CCOC(=O)/C=C1\SCC(=O)N1Cc1ccc(Br)cc1 | x | -0.7% |
| O=C1NC(=Nc2ccccc2)S/C1=C\c1cccnc1 | 20 | 3.0% |
| c1ccc(CNCCN2CCNCC2)nc1 | x | 0.4% |
| C=CCN1C(=O)CS/C1=N\S(=O)(=O)c1ccc(Cl)cc1 | -6 | 2.6% |
| COCCSc1ccccc1C(=O)N1CCCC1 | x | 4.7% |
| CC1(C)CC(=O)C2=C(C1)Nc1cc3c(cc1C2c1ccc(F)cc1)OCO3 (stereo unspecified) | 5 | -1.7% |
| O=c1[nH]c(=S)n(Cc2ccco2)c(O)c1C=NCc1cccs1 | 10 | 6.0% |
| O=C(NC1CCN(C(=S)NCc2ccco2)CC1)C1CCCCC1 | -4 | -2.8% |
| CCN(C(=O)c1ccccc1Cl)c1ccccc1 | 10 | 0.8% |
| Cc1ccc(C)c(S(=O)(=O)N2CCCOC2CNC(=O)C(=O)NCc2cccnc2)c1 (stereo unspecified) | x | -3.2% |
| CCN1CCN(Cc2ccc(NC(=O)c3ccc(C)c(NC(=O)c4nccn4C)c3)cc2C(F)(F)F)CC1 | x | 0.9% |
| Cc1ccc(S(=O)(=O)NC(=O)NCc2ccccc2)cc1 | 11 | 5.0% |
| COc1ccc(-n2c(O)c(/C=N/n3cnnc3)c3ccccc3c2=O)cc1 | 12 | 5.5% |

2 of these compounds, set out differently:
Second line of a record – RmlCD inh 1536, GlmU inhibition
- O=c1[nH]c(=S)n(Cc2ccco2)c(O)c1C=NCc1cccs1
 : 10, 6.0%
- CC1(C)CC(=O)C2=C(C1)Nc1cc3c(cc1C2c1ccc(F)cc1)OCO3 (stereo unspecified)
 : 5, -1.7%

Some of the compounds tested; the hit share may differ from the screen's.
